# Growth percent in the NCI-60 one-dose screen (48 h, 10 µM unless noted): 100 = growth as untreated, 0 = no growth, -100 = all killed.
# PC-3 – PC-3 prostate cancer cells; 3.9% of 80,000 active
# SF-268 – SF-268 CNS cancer cells | 3.1% of 82,000 active | AID 1794759
# U251 – U251 CNS tumor cells | 5.4% of 80,000 active | AID 1794753
# SNB-19 – SNB-19 CNS cancer cells; 2.5% of 81,000 active; AID 1794751
# OVCAR-8 – OVCAR-8 ovarian cancer. 4.4% of 81,000 active. AID 1794782
# SF-295 – SF-295 CNS cancer cells | 5.6% of 79,000 active | AID 1794758
# SF-539 – SF-539 CNS cancer. 6.8% of 81,000 active. AID 1794752
# DU-145 – DU-145 prostate cancer; 4.2% of 81,000 active
# * hit, by the source's call; / = not tested or not shown; & = joins results of further samples; [ ] = dose if it differs, or a comment. Rule for the calls: active = growth percent below 10; inactive = the rest.
SMILES,PC-3,SF-268,U251,SNB-19,OVCAR-8,SF-295,SF-539,DU-145
BrC(c1ccccc1)C(Br)c1ccccc1 (stereo unspecified),90,99,100,97,90,105,101,107
Cc1cc2c(n1C)CSCC2=O,86[100 µM],104[100 µM],96[100 µM],99[100 µM],95[100 µM],96[100 µM],91[100 µM],111[100 µM]
COc1cc([C@H]2c3c(O)c(O)c4oc5ccccc5c(=O)c4c3[C@]3(OC)C=C(C)CC(C)(C)[C@H]23)c2c(=O)c3ccccc3oc2c1O,44,48,51,64,54,59,67,78
CNc1cc(Nc2ccc(CC(=O)Nc3cccc(C(F)(F)F)c3)cc2)ncn1,89,92,83,97,99,86,67,98
CCOC1=NCCCCC1,93,108,107,/,106,99,94,104
O=C(N/N=C/C[C@@H]1[C@@H](/C=C/[C@@H](O)CCc2ccccc2)[C@H](O)C[C@@H]1O)c1ccncc1,99,105,96,98,88,104,110,114
CCCCCCCCCCSC(=N)N (tested in a mixture with another compound),66,79,32,76,82,94,83,80
COc1cc(/C=C/C(=O)c2c(C)oc3nc[nH]c(=O)c23)cc(OC)c1OC,83,81,/,94,79,104,96,65
O=C(NC1=Nc2ccccc2C(=O)NN1)c1ccccc1,106,99,101,97,102,97,95,107
CCOC(=O)C1(N)CCCCC1,97,102,99,97,107,95,97,112
COc1cc(C(=O)/C=C/c2c(C(F)(F)F)nc3ncccn23)cc(OC)c1OC,71,69,48,93,52,91,66,54
S=C(Cc1ccc(-c2ccccc2)cc1)N1CCOCC1,77,101,97,110,102,94,99,104
Cc1ccc(NC(=O)N/N=c2\cc(C)c3ccc(O)cc3o2)cc1,87,104,96,96,98,110,94,114
C=C(C)C(CCc1nc(N)nc(N)n1)(CCc1nc(N)nc(N)n1)C(C)=O,96,101,110,102,100,108,91,112
CCCCC(=O)c1ccc(F)cc1,99,115,105,112,107,103,103,120
O=C(CS(=O)(=O)c1ccc(Cl)cc1)Nc1ccccc1C(=O)O,106,99,105,107,105,102,107,103
O=C1NCC(Nc2ccc(Br)cc2)C(=O)N1 (stereo unspecified),89,98,97,105,103,113,93,116
Brc1ccc2nc(-c3c(-c4ccccc4)nc4ncccn34)[nH]c2c1,73,109,93,97,/,/,94,92
CC(=O)OCC(COC(C)=O)(COC(C)=O)COC(C)=O,102,95,103,104,103,103,111,103
CN(C)c1ccc(/C=c2/sc3nc(=O)c(-c4ccccc4NC(=O)C(F)(F)F)nn3c2=O)cc1,82,96,90,94,96,109,96,108
O=S(=O)(O)c1cccc2ccc(O)cc12,93,97,100,104,107,110,102,103
CC12CCC(C)(O1)C1C(=O)N(c3nccs3)C(=O)C12 (stereo unspecified),102&93,100&106,108&107,113&100,101&105,106&132,106&96,97&110
CCOC(=O)c1cnn2c1N(C)C(c1ccccc1)C2 (stereo unspecified),88,98,95,89,96,94,108,105
CN1CCN(c2nc(Cl)nc3c2ncn3CCCNc2ccnc3cc(Cl)ccc23)CC1,91,88,99,106,94,100,95,104

# Single records, from the list above:
# `CCOC(=O)c1cnn2c1N(C)C(c1ccccc1)C2` (stereo unspecified) is listed with PC-3 = 88; SF-268 = 98; U251 = 95; SNB-19 = 89; OVCAR-8 = 96; SF-295 = 94; SF-539 = 108; DU-145 = 105
# `C=C(C)C(CCc1nc(N)nc(N)n1)(CCc1nc(N)nc(N)n1)C(C)=O` is listed with PC-3 = 96; SF-268 = 101; U251 = 110; SNB-19 = 102; OVCAR-8 = 100; SF-295 = 108; SF-539 = 91; DU-145 = 112

# (listing goes on)
SMILES,PC-3,SF-268,U251,SNB-19,OVCAR-8,SF-295,SF-539,DU-145
O=C(CSc1nc2ccccc2[nH]1)c1ccc(-n2ccnc2)cc1,97,101,108,103,104,96,98,110
CCCCCCCCN(CCCCCCCC)C(=O)CCl,86,99,101,98,89,106,106,110
NS(=O)(=O)c1ccc(N=Nc2c(O)n(CC(=O)Nc3ccccc3Br)c3ccccc23)cc1,40,87,25,50,19,26,5.3*,35
COc1ccc(-c2nc([C@@H](C)Sc3nc(N)cc(N)n3)c(C)s2)cc1OCCN1CCOCC1,80,102,92,91,96,98,111,111
CC1=NCC(C)(C)S1,87,97,93,95,91,102,103,108
CCCNC(=O)c1cn2ncnc(Nc3cc(C(=O)NC4CC4)ccc3C)c2c1C,74,88,77,71,78,79,77,103
COc1ccc(S(=O)(=O)N2CCN(c3oc(-c4ccccc4)nc3C#N)CC2)cc1,73,83,91,92,83,90,100,104
Nc1ccc(C(=O)Nc2ccc(N=Nc3ccc(S(=O)(=O)O)cc3)cc2)cc1,96,101,99,97,96,99,96,109
C=C1C(=O)O[C@@H]2/C=C(/C)C3=CC(=O)[C@@](C)(C[C@H](OC(=O)/C(C)=C\C)[C@@H]12)O3,37,30,29,64,8.1*,56,-19*,8.3*
CC1=CC(=O)C(c2ccc(O)cc2O)=CC1=O,93,97,97,101,99,106,114,110
Cc1ccc2c(c1)C13C(=C2Br)CCCN1C(=O)c1ccccc13 (stereo unspecified),68,91,97,89,99,94,98,102
O=S(=O)(NCCNc1cc(-c2c(-c3cccc(O)c3)nc3sccn23)ccn1)c1ccccc1,52,65,73,78,56,74,88,77
C=C(C)[C@@H]1CCC2=C[C@@H](OC2=O)[C@]2(C)C[C@H]2C2=CC(C(=O)OC)=C(C1)O2,88,78,88,86,99,79,88,103
CC(=O)C(C)(NCc1ccccc1)c1ccccc1 (stereo unspecified),103,101,110,99,104,101,95,111
Cn1nc(C(F)(F)F)c(-c2cc(C(F)(F)F)cc(C(F)(F)F)c2)c1-c1ccc(OCc2ccc(Cl)cc2)cc1O,11,17,6.2*,23,8.4*,-23*,2.1*,21
N#CC(Cc1ccccc1)C(N)=O (stereo unspecified),96,107,105,104,94,94,103,112
CC1=CC(O)C2CC1C2(C)C (stereo unspecified),86&95,113&104,110&100,116&103,104&105,103&103,110&100,122&108
COC(=O)/C(CCC=C(C)C)=C1\[C@@H](OC(C)=O)C[C@@]2(C)[C@H]1C[C@@H](O)[C@H]1[C@@]3(C)CC[C@H](NC(=O)c4cnccn4)[C@@H](C)[C@@H]3CC[C@@]12C,86,95,98,96,92,103,105,94
Cc1cc(=O)n2[nH]cnc2n1,85&98,92&105,100&102,102,124&100,106&93,95&105,122&114
N#CC1c2ccccc2-c2ccccc2N1C(=O)c1ccccc1 (stereo unspecified),27,34,18,54,22,4.0*,0.9*,12
C=C(C)[C@H]1CC/C(C)=C/CC[C@@]2(C)O[C@@H]2CC/C(CO)=C\[C@@H]1OC(C)=O,96,104,104,110,107,81,100,97
CC(Oc1cc(Cl)c(Cl)cc1Cl)C(=O)NC(C(=O)O)C(C)C (stereo unspecified),87,91,94,98,92,93,104,117
CCOC(=O)c1c(C(=O)c2cn(C)c3ccccc23)c(-c2cn(C)c3ccccc23)n(NC(=O)OC(C)(C)C)c1C,48[100 µM],75[100 µM],78[100 µM],64[100 µM],81[100 µM],67[100 µM],70[100 µM],92[100 µM]
COc1ccc(Cc2cnc(NC(=O)c3sc4ccccc4c3Cl)s2)cc1,32,53,21,51,19,15,-19*,25

# 6 entries drawn at random from the list so far:
SMILES,PC-3,SF-268,U251,SNB-19,OVCAR-8,SF-295,SF-539,DU-145
CC(=O)C(C)(NCc1ccccc1)c1ccccc1 (stereo unspecified),103,101,110,99,104,101,95,111
COC(=O)/C(CCC=C(C)C)=C1\[C@@H](OC(C)=O)C[C@@]2(C)[C@H]1C[C@@H](O)[C@H]1[C@@]3(C)CC[C@H](NC(=O)c4cnccn4)[C@@H](C)[C@@H]3CC[C@@]12C,86,95,98,96,92,103,105,94
N#CC1c2ccccc2-c2ccccc2N1C(=O)c1ccccc1 (stereo unspecified),27,34,18,54,22,4.0*,0.9*,12
COc1ccc(Cc2cnc(NC(=O)c3sc4ccccc4c3Cl)s2)cc1,32,53,21,51,19,15,-19*,25
N#CC(Cc1ccccc1)C(N)=O (stereo unspecified),96,107,105,104,94,94,103,112
CCOC(=O)c1c(C(=O)c2cn(C)c3ccccc23)c(-c2cn(C)c3ccccc23)n(NC(=O)OC(C)(C)C)c1C,48[100 µM],75[100 µM],78[100 µM],64[100 µM],81[100 µM],67[100 µM],70[100 µM],92[100 µM]

# (listing goes on)
SMILES,PC-3,SF-268,U251,SNB-19,OVCAR-8,SF-295,SF-539,DU-145
Cc1cc(C)c(C(=O)O)c(C)c1,94&89,100&101,95&101,106&109,96&103,98&98,102&99,104&108
CCN1CCN(c2nc(NNC(=O)Cc3ccccc3)nc(N3CCN(C(c4ccccc4)c4ccccc4)CC3)n2)CC1,64,82,19,84,64,68,87,63
CC(C)(CO)NCC(O)CS(=O)(=O)O (stereo unspecified),96,111,103,105,100,119,94,117
CC1CCC2NC(=O)C3(C2C1)C(C(=O)C1CCCCC1)C1(C(=O)NC2CCCCC21)C1CCCN13 (stereo unspecified),61[20 µM],83[20 µM],83[20 µM],100[20 µM],92[20 µM],90[20 µM],80[20 µM],114[20 µM]
C=C1SC(=Nc2ccc(Cl)cc2)N(c2nc(Cl)nc(Cl)n2)C12CCCCC2,89,96,101,109,102,117,104,115
Cc1cc(-n2ccc(N)nc2=O)ccc1F,83,118,93,100,110,92,94,109
CCOC(=O)c1c(C)nc2c(c1N)C(=O)C(=O)N2Cc1ccc(F)cc1,46,69,43,71,71,74,69,97
CC(=O)c1ccc(NC(=O)CSc2nnc(-c3ccc(NC(=O)c4cccnc4)cc3)n2N)cc1,99,104,100,102,111,108,98,116
COC(=O)c1c(C(=O)c2ccccc2)nnn1-c1cccc(C(F)(F)F)c1,90,88,88,/,89,93,92,93
Nc1nc(NCc2ccccc2)nn1S(=O)(=O)c1ccc(F)cc1Cl,95,106,109,100,114,103,101,109
CC(C)CCCC(C)[C@H]1CCC2C3CC=C4C[C@@H](O)CC[C@]4(C)C3CC[C@@]21C (stereo partly specified),104,107,102,100,103,86,120,115
c1ccc(-c2nn3c(-c4ccccc4)nnc3o2)cc1,107,/,112,105,99,114,116,117
O=C(CCn1c[n+](CC(=O)c2ccc(C(F)(F)F)cc2)c2ccccc21)Nc1cccc2cccnc12,75,87,88,93,97,96,97,107
CC(=O)NC(NC(C)=O)c1ccccc1,91,103,96,101,101,104,106,109
CCOC(=O)C(Cc1ccc(N)cc1)N1C(=O)c2ccccc2C1=O (stereo unspecified),96,109,94,100,96,95,105,116
CCN1CCN(c2nc(NNC(=O)c3cccc(OC)c3)nc(N3CCN(C(c4ccccc4)c4ccccc4)CC3)n2)CC1,42,81,42,78,65,84,72,81
NNC(=O)C1CCCCN1 (stereo unspecified),104,126,97,114,103,/,105,106
COc1ccc(CNc2oc(-c3ccccc3)c(-c3ccccc3)c2C#N)cc1,/,79,50,99,91,98,88,106
CC1=NC2=NN3C=C(c4ccccc4)N(N)C3=NN2C(c2ccccc2)=C1,97,107,105,99,/,104,100,112
c1ccc(-c2cc3ccccc3[nH]2)cc1,95,92,102,99,95,105,96,94
CSc1nc2ccc(C)cc2cc1/C=[N+](\[O-])c1ccccc1,64,71,73,73,78,104,69,100
CCOC(=O)c1c2c(n(-c3ccccc3)c1-c1ccccc1)C=CC(C(C)(C)C)C2 (stereo unspecified),83,90,85,97,87,109,103,107
CCN(CCCc1ccccc1)CCCc1ccccc1,94&78,121&101,104&105,109&105,104&97,78,106&102,125&110
O=C(O)Cn1ncc2c(Nc3ccc(NS(=O)(=O)c4ccccc4)cc3)ncnc21,90,99,97,96,102,103,93,106
CCOC(=O)c1csc(-c2ccc(COC(=O)c3ccccc3)o2)n1,97,118,/,98,111,84,107,130
O=C1Nc2c(ccc(Cl)c2Cl)/C1=C\c1cc(C(F)(F)F)cc(C(F)(F)F)c1,0.1*,9.6*,-54*,22,27,5.6*,-11*,25
N#CC1=C2CCCCC2(O)NC1=O (stereo unspecified),99,113,103,100,102,90,99,117
C=C(C)[C@@H]1CC[C@]2(C(=O)NCCCC[C@@H](CO)NCCN)CC[C@]3(C)[C@H](CC[C@@H]4[C@@]5(C)CC[C@H](O)C(C)(C)[C@@H]5CC[C@]43C)[C@@H]12,91,105,97,98,107,101,98,121
COc1cccc(-c2cc(-c3ccc(NS(C)(=O)=O)cc3)[nH]c(=O)c2C#N)c1,100,111,100,95,98,99,92,111
Cc1ccc(-n2nc(C(=O)NCC(=O)O)nc2-c2ccccc2)cc1,101,95,103,102,101,101,98,100
C/C(=N\C(=N)N)c1nc2ccccc2n1CCBr,/,117,110,97,105,108,113,123
COc1ccc(N2CCN(Cc3ccc(-c4nn5c(=O)c(Cl)c(C)nc5s4)cc3)CC2)cc1,83,104,90,103,90,96,96,108
Nc1ccc(N=Nc2ccc(S(=O)(=O)O)cc2)cc1,87,103,104,110,112,115,103,123
O=C(COc1ccc(/C=C2\Oc3ccc4ccccc4c3C2=O)cc1)c1ccc([N+](=O)[O-])cc1,87,97,94,95,91,105,66,/
O=C(Nc1c2n(c3ccccc3c1=O)C(=O)CC2)c1ccccc1,93,99,114,102,110,100,96,105
Clc1ccc(-n2ccnc2)c(-n2cnnn2)c1,118,112,97,108,111,101,112,116
CCCCCCCCCCCCCCCCNC(=O)Nc1ccc(Cl)cc1,89,106,120,104,103,108,103,104
C[C@@H](c1ccc2c(c1)[nH]c1ccc(Cl)cc12)c1nc2ccccc2[nH]1,91,87,98,92,93,93,99,103
O/N=C1/CCCc2ccccc21,99,103,114,101,100,116,100,116
CCOc1ccc(NC(=O)NCc2ccco2)cc1,95,106,105,118,110,97,90,109
COc1ccc(-c2nc3ccc(-c4nnc(SCC(=O)Nc5ccc(C(C)=O)cc5)o4)cc3[nH]2)cc1,104,104,104,119,108,98,82,110
CCCCN(CCCC)C(=O)c1ccccc1C,85,99,88,92,106,96,101,107
O=C(CNc1ccccc1)Nc1ncc(Cc2ccc(Cl)cc2)s1,81,92,96,92,94,92,96,89
O=C1[C@H]2Cc3c([nH]c4ccccc34)[C@@H](c3ccc(Cl)cc3)N2C(=O)CN1C1CCN(CC2CCCCC2)CC1,63,72,92,93,90,85,87,93
Clc1ccc2nc(O[C@@H]3CCOC3)c(-c3nn[nH]n3)c(-c3ccccc3)c2c1,98,100,93,100,98,100,102,105

# The order is random; 9.2% or so of the library scored in one or more.
